Compound activity deposited in PubChem by Sanford-Burnham Center for Chemical Genomics.
A3A deaminase – blocks human APOBEC3A ssDNA deamination; P31941; recombinant A3A, FAM/TAMRA ssDNA deamination fluorescence; inhibition, % at 20 µM; 330,000 compounds, 0.41% hits;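 active means at least 40% inhibition at 20 µM here, with at most 30% in a related deaminase screen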;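 further: plate controls were A3A with DMSO for no effect and wells lacking A3A enzyme for full effect; some results filed as inactive read as strong as hits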
Gli-Sufu antag – blocks Gli-Sufu signaling in a luciferase reporter | Sufu-KO-LIGHT fibroblasts, Gli luciferase reporter luminescence | inhibition, % at 5 µM | 340,000 compounds, 0.74% hits | AID 588413;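 active means inhibition above about 55%, limit read from the data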;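 further: 0% = DMSO-treated cells and 100% = wells with medium but no cells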
MPTP inh – inhibitors of mitochondrial permeability transition pore; isolated mouse mitochondria, Ca2+ swelling absorbance, 30 min; inhibition, % at 10 µM; 360,000 compounds, 1.4% hits;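 active means inhibition of 50% or more, scaled per plate between neutral and stimulator controls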;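 further: 0% = DMSO wells given calcium and 100% = 1 mM EGTA wells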
A3G deaminase – blocks human APOBEC3G single-stranded DNA deamination | Q9HC16 | recombinant A3G, ssDNA deamination FAM/TAMRA fluorescence | inhibition, % at 20 µM | 330,000 compounds, 0.28% hits;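 active means inhibition of at least 40% at 20 µM, with no more than 30% in the related APOBEC3A deaminase screen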;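 further: plate controls were DMSO wells with A3G for no effect and wells lacking A3G enzyme for full effect; some compounds called inactive have numbers as strong as hits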
Target sequence (Q9HC16 whole entry, looked up): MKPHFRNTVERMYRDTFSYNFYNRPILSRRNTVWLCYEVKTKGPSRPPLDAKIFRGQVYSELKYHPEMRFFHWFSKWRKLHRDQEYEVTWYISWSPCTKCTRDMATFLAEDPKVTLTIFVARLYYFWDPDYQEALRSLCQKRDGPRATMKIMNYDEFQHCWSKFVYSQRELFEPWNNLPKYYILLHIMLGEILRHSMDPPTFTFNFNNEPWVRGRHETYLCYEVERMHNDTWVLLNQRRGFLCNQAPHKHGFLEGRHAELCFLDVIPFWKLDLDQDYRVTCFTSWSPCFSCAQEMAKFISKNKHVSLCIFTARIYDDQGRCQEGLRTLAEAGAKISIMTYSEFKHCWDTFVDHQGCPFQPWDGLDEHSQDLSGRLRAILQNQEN
CCR6 antag – antagonists of human CCR6 receptor. inhibition, % at 20 µM. 340,000 compounds, 0.49% hits. P51684. AID 493098. CHO-K1 CCR6 PathHunter beta-arrestin, luminescence, CCL20-stimulated;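 active means compounds whose inhibition of the agonist-driven luminescence signal at 20 µM reaches about 50%, limit read from the data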;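 further: cells stimulated with CCL20 at 14 nM final; plate controls were DMSO with CCL20 for no effect and DMSO without agonist for full effect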
NR3A LBD binder – modulators (binders) of human NR3A ligand-binding domain; NR3A LBD differential scanning fluorimetry, Tm shift; 0% = protein alone, 100% = glycine-bound protein; Tm shift relative to glycine control, % at 25 µM; 340,000 compounds, 2.5% hits;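 active means melting temperature shift of at least 10% of the positive control shift, at one fixed dose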
CXCR6 inh – blocks human CXCR6 beta-arrestin recruitment | O00574 | CHO-K1 PathHunter CXCR6 beta-arrestin, luminescence | inhibition, % at 20 µM | 360,000 compounds, 0.36% hits; in the data active means inhibition above about 34%, passing the limit was not always enough;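 further: antagonist mode with CXCL16 agonist at 10 nM final; 0% = 10 nM CXCL16 with DMSO and 100% = unstimulated wells without agonist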
Target sequence (O00574 whole entry, looked up): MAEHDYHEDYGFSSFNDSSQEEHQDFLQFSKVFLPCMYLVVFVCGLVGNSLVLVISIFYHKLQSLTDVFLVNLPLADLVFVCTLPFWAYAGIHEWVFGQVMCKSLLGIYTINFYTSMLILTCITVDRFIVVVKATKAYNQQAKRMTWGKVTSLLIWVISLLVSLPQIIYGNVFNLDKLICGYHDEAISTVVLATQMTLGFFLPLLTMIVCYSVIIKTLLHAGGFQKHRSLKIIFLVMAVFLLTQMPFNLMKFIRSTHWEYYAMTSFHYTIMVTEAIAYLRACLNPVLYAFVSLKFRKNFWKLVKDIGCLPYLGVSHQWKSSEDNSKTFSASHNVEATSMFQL
EBI2 block – blocks human EBI2 receptor beta-arrestin signaling; P32249; EBI2 beta-arrestin recruitment, luminescence, 7a,25-OHC stimulated; inhibition, % at 5 µM; 360,000 compounds, 0.81% hits; AID 651636; in the data active means inhibition above about 38%;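 further: enzyme fragment complementation signal reports receptor beta-arrestin coupling in cells; 0% = agonist plus DMSO wells and 100% = wells without agonist; some results beyond the cut were filed as inactive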
Target sequence (P32249 whole entry, looked up, the tested form may be a part): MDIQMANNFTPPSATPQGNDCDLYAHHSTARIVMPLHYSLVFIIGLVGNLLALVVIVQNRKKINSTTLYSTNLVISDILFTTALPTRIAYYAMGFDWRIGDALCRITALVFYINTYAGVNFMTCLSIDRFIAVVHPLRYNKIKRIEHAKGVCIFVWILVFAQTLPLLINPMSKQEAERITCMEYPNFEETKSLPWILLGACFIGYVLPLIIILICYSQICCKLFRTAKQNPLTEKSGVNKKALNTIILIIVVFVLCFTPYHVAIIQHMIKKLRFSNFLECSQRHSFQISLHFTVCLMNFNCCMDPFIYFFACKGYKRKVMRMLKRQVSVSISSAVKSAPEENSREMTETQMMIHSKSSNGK
Active calls of the source: *; . = not tested or not shown.

Sequence of screens – A3A deaminase	Gli-Sufu antag	MPTP inh	A3G deaminase	CCR6 antag	NR3A LBD binder	CXCR6 inh	EBI2 block
CC(=O)N1CCc2cc(S(=O)(=O)CCC(=O)Nc3cccc(F)c3)ccc21
    -1.5	-6.1	-0.2	-1.6	3.5	-0.2	5.4	4.9
CC(=O)n1cc([C@H]2C=C(C(=O)N3CCOCC3)O[C@@H](OCCCCO)C2)c2ccccc21
    -2.1	1.6	-2.8	-4.9	3.1	3.1	0.5	-3.9
O=C(Nc1cc(-c2nc3ncccc3o2)ccc1Cl)c1cccs1
    5.2	3.6	-0.3	-4.6	0.3	3.1	0.5	-8.6
C/C(=N\S(=O)(=O)c1ccc(C)cc1)N1CCN(S(=O)(=O)c2ccccc2)C1C(C)C (centres undefined)
    2.0	-0.9	-3.1	-0.7	13.3	-0.1	4.6	10.6
Cc1ccc(C(=O)COc2ccc3ccc(=O)oc3c2)cc1
    0.7	-1.1	2.4	-4.8	12.4	-0.2	-0.6	38.3
CCCSCCCNC(=O)c1ccccc1NC(=O)C1=CSCCO1
    -4.8	8.6	-0.9	-6.9	13.1	3.6	1.7	6.7
O=C(C[C@@H]1C/C=C\C[C@@H](Cc2ccc(F)cc2)C(=O)OC[C@@H](Cc2c[nH]c3ccccc23)NC1=O)NCCO
    -2.9	5.3	-0.1	-6.8	-3.2	1.4	2.9	-10.7
COc1cc(CNCc2ccccn2)ccc1OCc1ccccc1Cl
    -3.8	35.2	-0.7	-4.8	18.3	-1.8	3.2	-12.6
COc1ccccc1N1CCN(S(=O)(=O)c2cccc(F)c2)CC1
    -3.4	1.5	1.5	-9.2	-3.0	-2.3	0.9	-1.4
Cc1cccc(N2C(=O)CC(Sc3nnc(C)s3)C2=O)c1 (centres undefined)
    -2.2	2.2	6.2	5.2	-14.9	-0.2	-15.4	-5.6
CCCCN(C(=O)c1cccc(S(=O)(=O)N(C)c2ccc(C)cc2)c1)c1c(N)n(CC(C)C)c(=O)[nH]c1=O
    .	.	-1.2	.	9.1	-1.2	1.9	-11.6
O=C(NN1CCOCC1)c1ccc(Cl)s1
    -1.0	-1.8	0.2	-3.3	-5.4	-1.1	-2.3	-4.5
COc1ccc(C(=O)NNc2cc(C)nc(NNC(=O)c3ccc(OC)cc3)n2)cc1
    1.1	6.9	0.4	-2.4	15.3	1.9	0.4	-5.2
O=C(COC(=O)c1ccc([N+](=O)[O-])o1)NCc1ccc(F)cc1
    -3.2	6.3	0.0	-7.4	-13.3	1.1	-22.6	-14.0
COCCNC(=O)c1cc2c(=O)[nH]c3ccccc3c2s1
    2.0	-18.2	0.0	4.0	9.1	0.6	-9.7	6.2
NNC(=O)c1ccc(CSc2cccc3cccnc23)cc1
    -2.3	-12.2	0.2	-3.3	-10.0	-1.0	-5.3	4.0
NS(=O)(=O)c1ccc(CCNC2CC(=O)N(Cc3ccccc3)C2=O)cc1 (centres undefined)
    -4.1	0.2	-1.4	-7.8	-3.6	0.2	3.2	0.9
Cc1csc(SCCn2c(N3CCCC3)nc3c2c(=O)[nH]c(=O)n3C)n1
    -8.0	3.5	2.9	-4.8	-7.7	-0.2	-2.6	-8.3
COc1cccc(CNC(=O)CN(C)S(=O)(=O)c2ccc3c(c2)n(C)c(=O)c(=O)n3C)c1
    -4.4	3.2	-0.1	-5.1	2.3	1.8	-7.3	-9.0
O=C(COC(=O)C12CC3CC(CC(O)(C3)C1)C2)NCCc1ccc(Cl)cc1
    4.2	-11.8	-2.8	-2.8	9.2	1.2	-10.3	4.8
COc1ccccc1N(CC(=O)NC1CCCC1)S(=O)(=O)c1cccc(C(F)(F)F)c1
    -0.1	3.4	0.4	-2.3	12.3	1.5	2.6	-17.1
COc1ccc(/C=N/NC(=O)CN(c2ccc(OC)cc2)S(=O)(=O)c2ccccc2)cc1
    0.0	-5.7	5.0	-9.4	11.9	-9.2	7.5	-1.2
CCC1(Cc2ccccc2)NC(=O)c2ccccc2O1 (centres undefined)
    -1.8	-1.4	-0.8	-3.8	-3.5	-1.6	2.2	2.2
Cc1nc(SCC(=O)Nc2ccccc2C(F)(F)F)c2c(=O)n(C)c(=O)n(C)c2n1
    0.3	-0.3	2.6	-0.5	-0.5	-2.2	1.1	4.8
OCCc1c[nH]c2ccc(C(F)(F)F)cc12
    -0.7	-8.2	1.0	-8.5	-9.1	1.0	-2.3	-5.4
Cc1ccccc1-n1nc2c(c1NC(=O)/C=C\c1ccc3c(c1)OCO3)CSC2
    -1.6	-10.2	0.9	-3.6	11.6	-4.9	7.0	8.5
O=S1(=O)CCOCCCN1Cc1ccccc1F
    -1.1	0.6	-0.5	-5.4	-0.8	0.0	4.4	4.5
CCOC(=O)C1(C(=O)O)NC(=O)CC1c1ccccc1 (centres undefined)
    2.3	2.5	-0.4	0.1	10.3	12.1*	-0.6	-3.1
CC(C)CC(=O)Nc1ccc(N2CCOCC2)cc1
    -5.2	-0.9	-5.4	-6.4	3.9	-0.4	0.1	-1.6
O=C1c2ccccc2-c2ncnc3c(N4CCOCC4)cc(N4CCOCC4)c1c23
    8.6	-3.3	4.5	4.8	55.9*	2.9	13.1	2.2

(continued)
Sequence of screens – A3A deaminase	Gli-Sufu antag	MPTP inh	A3G deaminase	CCR6 antag	NR3A LBD binder	CXCR6 inh	EBI2 block
CCc1ccccc1NC(=O)NNC(=O)CCc1ccccc1
    2.3	8.1	0.8	-1.8	5.4	2.4	-1.0	-7.8
CC(=O)Nc1ccc(S(=O)(=O)N(C)c2ccc(OCC(=O)NCCc3ccccc3F)cc2)cc1
    .	-9.0	0.7	.	1.4	-3.0	-5.6	-2.0
CCC(C)(C)NC(=O)CN(Cc1cccs1)C(=O)CCC(=O)Nc1nccs1
    -5.8	1.6	-0.5	-4.5	-6.0	-0.1	-2.0	3.4
O=C(CSCc1c(Cl)cccc1Cl)NN=C1CCCC1
    -0.5	-5.2	0.9	-10.7	6.1	-1.2	2.3	-12.5
COC(=O)c1ccc(N2CCN(C)CC2)c(NC(=O)c2ccc(-c3ccc(Cl)cc3)o2)c1
    -1.4	24.9	0.1	-4.3	-16.2	7.9	3.3	14.8
CCCOC(=O)C1=C(C)NC2=C(C(=O)CCC2)C1c1ccc(N(C)C)cc1 (centres undefined)
    -3.4	4.4	0.8	-5.9	22.8	0.0	3.8	2.5
CN(C)c1ncnc2c1NC1=C(S2)C(=NCCCC(=O)O)CC(C)(C)C1
    -7.2	11.9	-0.9	8.8	-9.1	5.2	-7.5	-8.5
CCN(CC)S(=O)(=O)c1cccc(NC(=O)C2SC(=Nc3ccc(C)cc3C)C(C(=O)NC(C)COC)=C2N)c1 (centres undefined)
    -2.0	5.2	1.3	-4.7	14.4	2.9	15.3	4.1
Cc1ccc(S(=O)(=O)n2ccc(=O)[nH]2)cc1
    -1.5	0.1	-1.1	-8.7	-3.4	-1.3	1.8	-6.6
Cc1nn(-c2ccccc2)c(Cl)c1/C=N/NC(=O)OC(C)(C)C
    -4.8	-98.0	2.7	-5.7	-17.9	-0.1	-12.1	-17.3
O=C(C1CCC(=O)N(C2CCCC2)C1)N1CCN(c2ccccc2Cl)CC1 (centres undefined)
    -4.8	19.8	-0.2	-4.9	23.8	-1.5	1.0	-12.2
COc1cc(CNCCNCC(C)O)ccc1OCc1ccc(Cl)nc1 (centres undefined)
    -0.3	7.2	-0.2	-1.9	10.1	1.9	2.8	-6.1
CN(C)/C=C1/C=C(c2ccccc2)OC1=O
    -3.3	-24.3	-0.3	-3.7	10.3	-1.0	2.1	-1.8
CCOc1ccc(-c2cc(C(=O)NCCCn3ccnc3)c3ccccc3n2)cc1
    0.4	-1.8	-2.0	-4.3	3.3	-0.1	1.2	31.3
Cc1cnc(C(=O)OCC(=O)N2CCC(C)CC2)cn1
    8.2	-11.0	-1.9	1.2	-3.8	0.3	-7.2	-1.9
Cc1cc(C(=O)NC(C)C2CCCO2)no1 (centres undefined)
    -8.3	3.8	-0.6	-2.7	4.5	0.1	-1.6	-9.9
O=[N+]([O-])c1ccc(/C=N/Nc2nc(N3CCOCC3)nc(N3CCOCC3)n2)cc1
    4.2	.	-1.3	-0.1	.	.	-6.7	-3.7
CCOC(=O)c1csc(N)n1
    -0.3	-2.8	0.2	-3.6	5.0	0.7	-6.0	-4.7
Cc1ccc(C(=O)N2CC3(C)CN(C(=O)c4ccc(C)cc4)CC(C)(C2)C3=O)cc1
    -0.7	-1.7	-0.4	-9.3	15.8	-2.5	-1.5	-3.0
CN(C)c1ccc(NC(=O)CN2CCc3ccccc3C2)cc1
    0.4	-13.8	0.1	-3.8	6.3	-0.6	-1.3	3.1
COc1cc2c(cc1OC)CN(C(=O)c1ccc(Cl)c(S(=O)(=O)N3CCCC3)c1)CC2
    -3.4	-7.5	0.2	-6.9	3.6	1.9	-3.0	7.6
COc1ccc(NS(=O)(=O)c2cc(OC)ccc2OC)cc1
    0.6	-2.4	-2.5	2.2	-2.5	-3.7	0.9	3.6
O=S(=O)(Nc1ccc2ccccc2n1)c1ccc2c(c1)CCO2
    0.8	3.1	1.4	-4.6	1.3	-0.1	-9.9	1.8
O=S(=O)(/N=C(\Sc1ccc(Cl)cc1)c1ccccc1)c1ccccc1
    2.5	-12.7	1.3	6.4	-1.9	5.0	-6.4	19.6
COc1ccccc1N1CCN(C(=O)c2cccc(S(=O)(=O)NCc3cccnc3)c2)CC1
    -5.2	8.0	-1.0	-7.9	-6.1	1.1	7.5	-1.4
C#CCOCCOCCOCCNc1nc(N2CCN(C(=O)[C@H]([C@@H](C)O)n3cc(CCCCN)nn3)CC2)nc(N2CCN(C(=O)[C@H](CCCCN)n3cc(CCCC)nn3)CC2)n1
    -0.2	-2.9	-1.9	-3.8	-1.8	-0.8	-12.2	-3.3
Clc1ccc(-c2nnc(-c3cccnc3)o2)cc1
    -4.9	-34.3	0.3	-4.7	5.8	-1.6	-4.6	4.0
[N-]=[N+]=NC[C@H](Cc1ccccc1)N1CC[C@@H](O)CCC1=O
    -4.3	3.3	-2.8	-10.4	0.0	0.1	-2.5	1.7
CCN(CC)CCN(C(=O)c1ccc2c(c1)OCCO2)c1nc2ccc(C)cc2s1
    -4.8	12.0	-1.0	-3.4	11.5	0.7	0.8	11.9
CC(=O)c1cccc(NC(=O)C(C)OC(=O)c2cccc(-n3cnnn3)c2)c1 (centres undefined)
    -1.7	-2.2	2.8	-6.3	10.5	0.4	-8.6	-5.0

More compounds.
Sequence of screens – A3A deaminase	Gli-Sufu antag	MPTP inh	A3G deaminase	CCR6 antag	NR3A LBD binder	CXCR6 inh	EBI2 block
O=C(Cc1sc(-c2ccccc2)nc1-c1ccccc1)Nc1ccc(Cl)cc1
    5.7	7.4	68.6*	-4.0	-0.3	24.1*	0.6	4.5
COc1ccc(NC(=O)C2CCN(S(=O)(=O)c3c(C)noc3C)CC2)cc1
    -2.1	-3.9	-1.3	-3.4	-1.3	0.4	5.2	-4.2
CCN(C(=O)COc1cccc(-n2cnnn2)c1)C1CCS(=O)(=O)C1 (centres undefined)
    0.1	-4.2	-0.5	-1.0	-5.2	0.1	-3.5	-3.4
CN(C)N(Cc1ccccc1)C(=O)C(O)(c1ccccc1)c1ccccc1
    -3.3	8.0	0.5	-6.0	15.1	0.9	-2.2	4.9
COc1ccccc1CN1C(=NC(=O)C2CCCCC2)SC2CS(=O)(=O)CC21 (centres undefined)
    -2.4	-9.7	-0.3	-2.0	-8.4	-0.7	3.7	-0.8
CC1=NN(CCc2ccccn2)C(=O)CC1
    -3.3	2.6	1.7	-1.5	-1.4	1.7	1.7	-6.6

One compound at a time (already shown). Values in the order: A3A deaminase | Gli-Sufu antag | MPTP inh | A3G deaminase | CCR6 antag | NR3A LBD binder | CXCR6 inh | EBI2 block
CCOc1ccc(-c2cc(C(=O)NCCCn3ccnc3)c3ccccc3n2)cc1 in the list: 0.4 | -1.8 | -2.0 | -4.3 | 3.3 | -0.1 | 1.2 | 31.3
O=C(CSCc1c(Cl)cccc1Cl)NN=C1CCCC1 in the list: -0.5 | -5.2 | 0.9 | -10.7 | 6.1 | -1.2 | 2.3 | -12.5
